# High-throughput results as filed in PubChem.
# Growth percent in the NCI-60 one-dose screen (48 h, 10 µM unless noted): 100 = growth as untreated, 0 = no growth, -100 = all killed.
# SR: SR leukemia cells. 73,000 tested, 8.7% active
# MOLT-4: MOLT-4 leukemia cells; 80,000 tested, 6.9% active
# HOP-62: HOP-62 NSCLC; 80,000 tested, 3.9% active
# K-562: K-562 leukemia. 78,000 tested, 7.4% active. AID 1794777
# CCRF-CEM: CCRF-CEM leukemia | 77,000 tested, 7% active
# RPMI-8226: RPMI-8226 leukemia cells; 77,000 tested, 7.5% active
# MDA-MB-468: MDA-MB-468 breast cancer | 78,000 tested, 8.5% active | AID 2202374
# MDA-MB-435: MDA-MB-435 melanoma; 82,000 tested, 7.8% active
# Numbers without * were called inactive; . = no result given; & = joins results of further samples. How the source made its calls: active means growth percent below 10; inactive means the rest. An unsorted share of the library; about 15% have a hit in one of these screens.
SMILES,SR,MOLT-4,HOP-62,K-562,CCRF-CEM,RPMI-8226,MDA-MB-468,MDA-MB-435
Cc1nc2ccc(C(=O)NCc3cc(C(=O)O)c(C)o3)cc2nc1C,.,105.6,77.0,110.2,97.1,107.6,98.7,96.2
COc1ccc(Nc2ncccc2NC(=O)c2cn(Cc3cccc(Oc4ccccc4)c3)nn2)c(OC)c1,53.5,78.5,96.6,61.3,88.3,85.7,79.2,20.4
Cc1cccc(NC(=O)CN2CCN(c3cc(=O)[nH]c4ccc(F)cc34)CC2)c1,103.4,83.9,97.8,90.8,105.7,106.9,92.6,101.3
COc1cc(C2CC(c3ccc(Nc4nc(NCCO)nc(N5CCOCC5)n4)cc3)=Nc3c(N)nc(N)nc3N2)cc(OC)c1OC (centres undefined),118.0,98.8,97.4,92.3,85.0,81.1,95.0,107.7
O=C(c1ccc(Cl)cc1Cl)N1c2ccccc2Sc2ccccc21,32.2,26.4,64.7,-42.2*,57.2,55.3,51.4,47.9
CC(C)Oc1ccc(C(=O)O)cc1,122.5&113.7,104.6&148.2,103.7&100.8,115.9,111.0&101.3,129.5&92.3,100.6&98.7,116.9&96.3
COc1ccc2c(c1)C(C)Cc1c(ncnc1-n1cnc3ccccc31)N2C (centres undefined),11.8,17.8,24.1,14.2,9.2*,26.5,27.3,0.3*
C=CCN1C(=O)/C(=C\C(=O)c2cc3ccccc3oc2=O)c2ccccc21,65.0,70.5,94.0,40.6,75.0,94.7,52.9,104.1
CCOC(=O)/C(F)=C/C1CC1CC(C)(C)C (centres undefined),96.3,101.6,109.7,96.5,105.3,110.6,103.6,110.0
CCOC(=O)c1c(C)nc2c(c1N)/C(=C/c1ccc[nH]1)C(=O)N2c1cc(OC)c(OC)c(OC)c1,72.9,87.6,80.1,98.1,87.6,79.8,93.4,90.7
COc1ccc(Cc2nn3cc(-c4ccccc4)nc3s2)cc1,103.4,97.4,106.1,104.7,31.6,89.2,77.6,99.0
CC1(C)CN=C(C(Oc2ccc(F)cc2)c2ccccc2)NC1 (centres undefined),100.2,91.5,95.6,115.9,126.8,106.3,94.7,113.7
Fc1ccc(NC(=S)Nc2ccc(Cl)cc2)cc1,55.9,64.8,91.3,51.2,61.5,45.5,86.4,96.1
O=[N+]([O-])c1ccc(N/N=C/c2ccco2)nc1,80.7,95.8,121.4,98.1,106.8,.,30.6,106.6
Clc1cccc(/C=N/Nc2nc(N/N=C/c3cccc(Cl)c3)nc(N3CCOCC3)n2)c1,7.7*,6.0*,109.8,11.8,24.8,38.8,30.8,49.3

# Reprinted at random: 2 records from the list, in no set order.
SMILES,SR,MOLT-4,HOP-62,K-562,CCRF-CEM,RPMI-8226,MDA-MB-468,MDA-MB-435
CCOC(=O)c1c(C)nc2c(c1N)/C(=C/c1ccc[nH]1)C(=O)N2c1cc(OC)c(OC)c(OC)c1,72.9,87.6,80.1,98.1,87.6,79.8,93.4,90.7
COc1ccc2c(c1)C(C)Cc1c(ncnc1-n1cnc3ccccc31)N2C (centres undefined),11.8,17.8,24.1,14.2,9.2*,26.5,27.3,0.3*

# Continuation:
SMILES,SR,MOLT-4,HOP-62,K-562,CCRF-CEM,RPMI-8226,MDA-MB-468,MDA-MB-435
Cc1ccc2nc3c4ccccc4c4ccccc4c3nc2c1,96.6,104.6,94.2,96.4,.,86.9,105.0,108.0
COc1cc(C(=O)NNC(=O)c2ccc(NC(=O)CO)cc2)cc(OC)c1OC,88.7,94.4,93.8,97.1,97.6,96.1,117.6,104.5
Cc1ccc(/C=C2\C(=O)N(C)c3ccc(Br)cc32)s1,.,89.4,92.5,91.1,91.3,.,99.6,95.9
O=C(O)C(c1ccccc1)C1(O)CCCCCC1 (centres undefined),109.5,116.5,107.0,109.9,102.0,98.9,99.4,111.0
CCCCC1(/C=N/NC(N)=S)NC(=O)NC1=O (centres undefined),91.3,83.1,79.5,89.1,102.2,107.7,99.5,104.5
C[C@@H]1CN2SN1C[C@@H]2C,104.4,108.1,101.8,115.3,104.2,112.4,106.0,97.0
O=C(NN1C(=O)CCC1=O)c1ccc(NC(=O)c2ccccn2)cc1,107.1,103.4,103.3,100.8,.,105.9,111.0,93.6
O=c1c2cc(F)ccc2sc2c(NCCCNCCO)nc3ccc(F)cc3c12,-25.8*,18.8,71.5,-33.5*,15.1,.,39.7,-28.4*
Cc1cc(Nc2nc(N3CCN(C)CC3)nc3ccccc23)n[nH]1,20.7,69.9,81.4,57.0,65.3,87.2,90.0,52.2
O=[N+]([O-])c1ccc(CSc2ncnc3c2ncn3C2CCCCO2)cc1 (centres undefined),95.9,108.0,93.3,104.4,115.4,91.8,88.5,100.8
O=C1CSC(c2ccc(C(F)(F)F)cc2)N1NC(=O)C(O)(c1ccccc1)c1ccccc1 (centres undefined),80.8,72.0,86.8,81.2,81.7,88.2,.,104.4
O=C(Cn1c(=O)[nH]c2ccccc2c1=O)NCC(=O)N/N=C/c1ccccc1,.,109.5,116.5,104.6,88.3,94.2,99.8,101.4
CCCCCCCCCCCCCCCC[N+](C)(C)CCCNS(=O)(=O)c1ccccc1[N+](=O)[O-],105.8,97.0,102.4,102.7,102.5,102.7,105.0,105.1
N#Cc1c(-c2cccc(O)c2O)cc(-c2ccc3ccccc3c2)[nH]c1=O,12.1,29.9,49.2,67.1,13.4,60.9,58.6,72.0
COc1ccc(S(=O)(=O)NCCNc2nccc(-c3c(-c4cccc(O)c4)nc4sccn34)n2)cc1,.,56.1,115.3,71.0,89.2,93.7,88.3,105.5
COc1ccccc1C(=O)c1ccccc1C(=O)c1ccccc1,93.2,85.1,99.2,100.7,99.5,91.7,114.6,104.5
COc1ccc2[nH]cc(-c3cc(-c4cc(OC)c(OC)c(OC)c4)nc(N)c3C#N)c2c1,30.5,72.9,68.6,30.3,72.1,92.7,46.6,11.8
CC(C)CC(NS(=O)(=O)c1ccc(C(=O)Cc2ccccc2C(=O)O)cc1)C(=O)O (centres undefined),92.8,111.5,112.5,103.0,116.3,102.1,105.7,102.5
O=C1N[C@@H]2[C@@H](O)[C@@H](O)[C@H](O)C[C@H]2c2cc3c(cc21)OCCO3,107.4,102.7,102.9,103.8,105.5,107.2,106.7,106.9
O=c1ncc2c([nH]1)-c1cn(Cc3ccccc3)cc1CC2,126.4,108.0,57.8,92.7,86.6,100.4,100.7,107.9
COc1ccc(C2(O)N=C3N=CC=C4c5ccccc5N=C2N43)cc1 (centres undefined),81.2,72.0,89.2,80.5,90.5,72.8,88.1,82.7
C[C@H](NC(=O)OC(C)(C)C)c1ncc[nH]1,.,89.4,104.7,95.5,96.2,97.4,106.6,102.2
Cc1ccc(S(=O)(=O)NN)cc1,.,91.7,102.9,86.6,94.6,97.6,105.9,115.6
O=c1c(-c2n[nH]c(=S)o2)cnc2n1CCCCC2,107.5,111.2,104.7,112.4,108.7,.,93.3,105.3
CCOC(=O)c1ccc(Nc2nc(/C=C/c3ccc(OC)cc3)nc3ccccc23)cc1,91.9,103.0,88.3,.,88.7,93.7,93.1,106.6
CCN1C(=O)N(CC)C2NN3C(=O)C=C(c4ccccc4)SC3=NC21 (centres undefined),76.1,84.1,94.4,83.2,94.2,90.7,93.0,97.9
O=c1c2cc(-c3ccc(F)cc3F)ccc2n(O)c(=O)n1-c1cccc(C(F)(F)F)c1,-0.9*,0.6*,-9.2*,3.4*,15.2,-19.1*,-0.9*,1.7*
N#Cc1ccc(C(=O)CSc2nccc(Nc3ccc(S(N)(=O)=O)cc3)n2)cc1,100.7,98.9,106.0,108.5,99.4,91.1,90.2,101.7
COC(=O)/C=C/C(N)=O,118.8,.,91.6,109.7,108.8,101.6,94.8,100.6
O=C(Nc1cc(Cl)cc(Cl)c1)Nc1cccc(Cn2c(=O)[nH]c3ccc(Oc4ncccn4)cc3c2=O)c1,38.1,33.2,71.1,30.3,45.8,38.4,17.5,62.9
CCN(CC)CCCC(C)Nc1c(C)cnc2cc(Cl)c(C)cc12 (centres undefined),16.5,62.7,.,3.6*,62.2,43.6,99.7,89.9
Cc1cc(=O)n(C(=O)Nc2cc(Cl)ccc2O)c2cc(O)ccc12,108.8,105.8,95.0,110.4,80.6,93.9,94.2,105.9
Nc1nc(N)c2c(n1)NC(c1sc(Cl)nc1Cl)CC(c1ccccc1)=N2 (centres undefined),19.9,26.0,41.9,17.5,38.9,45.3,-2.1*,2.3*
Cc1cnc(CSc2nc(-c3ccc(F)cc3)cn2-c2ccc(Cl)cc2)c(C)c1,79.5,67.7,102.7,.,86.7,85.8,112.1,97.1
COc1cc(-c2nn(-c3ccc(C)cc3)cc2C(=O)O)ccc1O,85.3,83.2,88.2,.,97.5,90.9,120.6,87.3
O=C(OCCCCOC(=O)c1ccccc1)c1ccccc1,.,122.6,105.6,104.4,110.5,107.7,102.1,105.1
COc1cc(O)c(C(=O)O)c(OC)c1,111.7,101.9,123.8,115.4,109.8,116.2,104.2,95.4
C=C(C)C(=O)N1CCN(C(=O)C(=C)C)c2ccccc21,109.3,103.9,.,122.6,13.1,79.2,99.4,105.2
O=S(=O)(NCCCNc1nccc(-c2c(-c3cccc(F)c3)nc3occn23)n1)c1cccc(F)c1,86.5,54.6,90.2,40.6,61.2,52.1,48.1,64.1
COc1ccc(Cn2cc3c(c2-c2ccc(OC)cc2)CCc2c(CO)noc2-3)cc1,85.7,88.5,101.1,100.3,104.1,89.7,89.7,92.5
c1ccc(CN(N=C(c2ccccc2)c2ccccc2)c2ccccc2)cc1,82.1,80.3,99.0,90.3,87.9,89.2,84.8,101.7
COc1cc2c(cc1OCCCCn1c(-c3cc(=O)c4ccccc4o3)nc3ccccc31)N=C[C@@H]1CCCN1C2=O,39.8,82.4,105.1,72.3,49.4,67.7,.,94.9
N#CCCNCCNCCC#N,96.3,93.8,104.7,99.3,.,105.0,119.2,105.6
COc1cc(Cl)cc(-c2nn(C(=O)NS(=O)(=O)c3cccc(Br)c3)cc2-c2ccncc2)c1,85.2,78.7,58.3,78.7,102.1,79.4,90.5,85.3
NN1C(=O)c2cccc3c(-c4ccc(-c5nc6c7ccccc7c7ccccc7c6[nH]5)cc4)ccc(c23)C1=O,62.2,87.1,117.2,76.6,83.7,.,101.3,100.7

# Reprinted from the listing for reference:
SMILES,SR,MOLT-4,HOP-62,K-562,CCRF-CEM,RPMI-8226,MDA-MB-468,MDA-MB-435
COc1cc(O)c(C(=O)O)c(OC)c1,111.7,101.9,123.8,115.4,109.8,116.2,104.2,95.4
C=C(C)C(=O)N1CCN(C(=O)C(=C)C)c2ccccc21,109.3,103.9,.,122.6,13.1,79.2,99.4,105.2
O=S(=O)(NCCCNc1nccc(-c2c(-c3cccc(F)c3)nc3occn23)n1)c1cccc(F)c1,86.5,54.6,90.2,40.6,61.2,52.1,48.1,64.1
COc1ccc(Cn2cc3c(c2-c2ccc(OC)cc2)CCc2c(CO)noc2-3)cc1,85.7,88.5,101.1,100.3,104.1,89.7,89.7,92.5
c1ccc(CN(N=C(c2ccccc2)c2ccccc2)c2ccccc2)cc1,82.1,80.3,99.0,90.3,87.9,89.2,84.8,101.7
COc1cc2c(cc1OCCCCn1c(-c3cc(=O)c4ccccc4o3)nc3ccccc31)N=C[C@@H]1CCCN1C2=O,39.8,82.4,105.1,72.3,49.4,67.7,.,94.9
N#CCCNCCNCCC#N,96.3,93.8,104.7,99.3,.,105.0,119.2,105.6
COc1cc(Cl)cc(-c2nn(C(=O)NS(=O)(=O)c3cccc(Br)c3)cc2-c2ccncc2)c1,85.2,78.7,58.3,78.7,102.1,79.4,90.5,85.3
NN1C(=O)c2cccc3c(-c4ccc(-c5nc6c7ccccc7c7ccccc7c6[nH]5)cc4)ccc(c23)C1=O,62.2,87.1,117.2,76.6,83.7,.,101.3,100.7

# Next section
SMILES,SR,MOLT-4,HOP-62,K-562,CCRF-CEM,RPMI-8226,MDA-MB-468,MDA-MB-435
COc1cc(C(=O)OC(C)CN2CCOCC2)cc(OC)c1OC (centres undefined),117.0,120.3,92.0,105.0,107.6,110.7,106.3,99.7
OC(COc1ccc(Cl)cc1)CN1CCCCC1 (centres undefined),134.5,110.9,108.2,114.0,110.1,108.8,111.9,119.6
Cc1ccc2c(c1)[nH]c1ccccc12,79.5,88.6,112.7,94.2,101.9,100.6,105.8,105.6
COC[C@@H](C)n1c(C2CCOCC2)nc2c1C1C=C(OC)C(c3c(C)noc3C)=CC1N=C2 (some centres undefined),31.1,59.0,51.5,33.6,50.8,10.4,32.4,41.6
Cc1ccc2oc(=O)cc(-c3c(C#N)c(N)n4nc(N)c(C#N)c4c3C#N)c2c1,95.6,96.7,103.3,96.5,99.7,96.4,102.8,108.0
COC(=O)/C=C/c1ccccc1,.,93.6,98.9,107.3,97.8,110.9,98.1,102.3
COCCn1cc(-c2csc(-c3cn(C)c4ccc(F)cc34)n2)c2cccnc21,33.8,56.7,93.2,2.0*,56.0,67.7,21.3,40.8
Cc1c(C(=O)C(SC(=S)N2CCN(C)CC2)SC(=S)N2CCN(C)CC2)nnn1-c1ccc(Cl)cc1,82.2,91.1,102.0,69.8,90.4,89.4,100.7,96.7
Cc1cc2nc3ccc(N(C)C)cc3nc2cc1N,94.4,96.7,92.8,113.6,82.3,92.1,31.8,94.2
Cc1cc2nc3[nH]c4ccccc4c3nc2cc1C,14.2,89.7,94.2,.,76.2,.,97.5,119.5
COc1ccc(-c2nnc(SCc3ccc(O)c4ncccc34)o2)cc1,45.8,28.1,32.2,16.3,15.7,9.3*,51.2,24.0
COC(=O)/C=C/CNC(=O)c1ccc(C(=O)/C=C\C(C)=O)cc1,.,91.3,101.9,94.7,88.8,.,88.8,95.5
CCOC(=O)/C(=C\c1ccccc1Cl)P(=O)(OCC)OCC,-0.8*,25.1,117.9,28.6,19.5,7.9*,43.5,45.1
CCOC(=O)c1csc(NC(=S)Nc2ccc(Cl)cc2)n1,98.7,87.8,89.4,89.9,102.9,99.3,92.2,101.3
COc1ccc(NC2=CC(=S)NC(C)(C)C2)cc1,113.0,92.9,90.5,94.7,94.8,88.1,102.1,115.6
COc1ccc(/C=C/C(=O)c2c(O)c(C)c(O)c3c2OC2=CC(O)=C(C(C)=O)C(=O)[C@]23C)cc1,-17.6*,-27.9*,-40.0*,-21.3*,-29.9*,-28.9*,-40.1*,-66.9*
